PHOSPHO1 block = blocks human PHOSPHO1 phosphatase activity; hit rate 1.1% among 290,000; Q8TCT1; recombinant PHOSPHO1, absorbance phosphatase assay; inhibition, % at 13.3 µM; AID 1565; in the data active = inhibition above about 60%
IDE inh = inhibitors of human insulin-degrading enzyme in cells; P14735; HEK cells, FAbetaB cleavage, fluorescence polarization; inhibition, % at 5.59 µM; hit rate 0.41% among 320,000; AID 434962;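 active = percent inhibition above the average of all tested compounds plus 3 SD, set per screening campaign, cut at about 16% in these data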;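 also: IDE supplied by intact live HEK cells; FP after avidin binding of uncleaved biotin substrate so inhibition keeps polarization high; 0% = DMSO wells and 100% = 60 µM reference IDE inhibitor Ii1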
CRFBP-R2 agonist = agonists of human CRF-binding protein/CRF-R2 receptor complex | activation, % at 13.2 µM | hit rate 0.46% among 350,000 | HEK293 CRF-R2/CRF-BP, calcium dye fluorescence (FLIPR); percent of saturating CRF peptide response;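 active = activation of at least 50%, plus an integration ratio under a set limit after plate pattern correction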;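 also: plate controls were neutral control wells without compound for no effect and CRF at EC100 for full effect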
IDE act = IDE (human) activation, cell-based; hit rate 0.073% among 340,000; AID 493087; P14735; HEK cells, FAbeta-B cleavage, fluorescence polarization; 0% vehicle, 100% cell-free pure enzyme wells; activation, % at 5.96 µM;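 active = activation above the mean of all tested compounds plus 3 SD, set per screening campaign, cut at about 17% in these data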
MEKK3 PB1 HTS = MEKK3-MEK5 PB1 interaction, increase or decrease; Q99759; bead-based flow cytometry, Alexa488-MEK5 binding to MEKK3; actives lie on both sides; 0 = blocked by unlabeled MEK5, 100 = vehicle; binding response (% of control), % at 10 µM; hit rate 1.4% among 290,000; AID 1529;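 active = binding response more than 3 SD above or below the average of its plate-row segment, actives on both sides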;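 also: Alexa488 bead fluorescence after subtracting the streptavidin-only scavenger bead signal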
Target sequence (Q99759 whole entry, looked up): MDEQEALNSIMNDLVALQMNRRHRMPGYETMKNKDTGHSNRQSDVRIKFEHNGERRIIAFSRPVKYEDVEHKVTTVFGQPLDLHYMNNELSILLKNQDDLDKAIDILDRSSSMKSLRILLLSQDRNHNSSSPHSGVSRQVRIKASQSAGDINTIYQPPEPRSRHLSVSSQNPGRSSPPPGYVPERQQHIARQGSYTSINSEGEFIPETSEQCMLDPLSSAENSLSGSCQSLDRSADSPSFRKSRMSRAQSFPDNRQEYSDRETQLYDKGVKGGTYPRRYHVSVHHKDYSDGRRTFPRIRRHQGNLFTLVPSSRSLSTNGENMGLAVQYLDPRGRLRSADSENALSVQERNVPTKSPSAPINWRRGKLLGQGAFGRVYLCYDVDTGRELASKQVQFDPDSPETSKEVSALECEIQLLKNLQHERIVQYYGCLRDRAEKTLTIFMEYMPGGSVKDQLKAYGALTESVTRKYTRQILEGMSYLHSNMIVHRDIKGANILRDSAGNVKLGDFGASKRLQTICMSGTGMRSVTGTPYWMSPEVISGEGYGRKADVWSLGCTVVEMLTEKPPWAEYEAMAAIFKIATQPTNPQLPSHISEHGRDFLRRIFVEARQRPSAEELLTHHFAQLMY
p-CIP stab down = lowers stability of the mouse p/CIP coactivator protein. F442A p/CIP-EGFP cells, EGFP fluorescence, 16 h. decrease of EGFP signal, % at 10 µM. hit rate 0.01% among 290,000. AID 1984;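 active = EGFP signal decrease of at least 30% at 10 µM or well 3 SD below plate mean, unless failing retest; inactive = the rest, including hits failing retest or dose response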; also: some compounds called inactive have numbers as strong as hits; many of its hits are not listed in these tables
GalR3 antag = antagonists of human GalR3 | O60755 | HEK293 GalR3-CNG cAMP membrane potential fluorescence; galR3 body fused to GalR1 C-terminus | inhibition, % at 3 µM | hit rate 0.44% among 360,000 | AID 651719;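 active = inhibition above the screen-wide average plus 3 SD, cut at about 13% in these data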;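 also: forskolin and galanin both at EC90 stimulate the cells; cAMP rise reported by CNG channel membrane potential dye signal; 0% = forskolin plus galanin with DMSO and 100% = forskolin alone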
CHRM4 PAM = potentiates acetylcholine response at human M4 receptor; P08173; CHO-K1 hM4/Gqi5, Fluo-8 calcium fluorescence, ACh EC20; 0% = ACh EC20, 100% = maximal ACh; activation, % at 3 µM; hit rate 0.4% among 360,000;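 active = activation above its plate's cutoff, the mean activation of sample wells plus 3 SD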; also: some results filed as inactive read as strong as hits
Target sequence (P08173 whole entry, looked up): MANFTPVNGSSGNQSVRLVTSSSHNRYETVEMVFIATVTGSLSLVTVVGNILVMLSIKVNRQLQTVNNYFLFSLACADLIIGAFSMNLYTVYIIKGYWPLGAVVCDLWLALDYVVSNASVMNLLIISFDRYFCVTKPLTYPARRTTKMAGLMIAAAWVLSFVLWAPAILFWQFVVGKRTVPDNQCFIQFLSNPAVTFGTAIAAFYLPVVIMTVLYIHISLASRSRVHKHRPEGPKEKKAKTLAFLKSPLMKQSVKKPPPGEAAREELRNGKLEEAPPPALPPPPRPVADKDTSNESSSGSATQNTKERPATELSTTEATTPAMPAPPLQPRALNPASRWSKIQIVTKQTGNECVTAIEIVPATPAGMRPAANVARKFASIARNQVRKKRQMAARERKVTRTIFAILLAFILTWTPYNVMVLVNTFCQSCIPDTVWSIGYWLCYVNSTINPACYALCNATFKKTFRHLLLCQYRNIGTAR
CRFR2-BP antag = CRF-BP/CRF-R2 complex antagonism; HEK293 CRF-R2/CRF-BP, CRF-induced calcium fluorescence; inhibition, % at 11.8 µM; hit rate 0.59% among 350,000;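 active = inhibition of the ligand-induced calcium signal above about 50% at the single tested concentration, limit read from the data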
An asterisk follows results filed as active.

Screening O=C(NCCc1ccccc1)c1ccc(S(=O)(=O)N2CCCCC2)cc1 returned CRFBP-R2 agonist 0.0, GalR3 antag -5, CHRM4 PAM 1 and CRFR2-BP antag -14.
For COc1ccc(C(CNC(=O)c2ccc(OCc3c(C)noc3C)cc2)N2CCCC2)cc1 (stereo unspecified) the results were IDE inh 5, CRFBP-R2 agonist 1.4, IDE act -6, GalR3 antag -6, CHRM4 PAM -1 and CRFR2-BP antag 2.
`O=C(Nc1cccc(C(F)(F)F)c1)c1cccnc1N1CCOCC1` gave PHOSPHO1 block -1, IDE inh 7, CRFBP-R2 agonist 0.5, IDE act 5, MEKK3 PB1 HTS 105, p-CIP stab down -2, GalR3 antag 5, CHRM4 PAM 4 and CRFR2-BP antag -8.
COc1ccc(Br)cc1/C=C/C(=O)Nc1ccc(C)cc1 was read as PHOSPHO1 block -1, IDE inh 3, CRFBP-R2 agonist -1.0, IDE act -6, MEKK3 PB1 HTS 105, p-CIP stab down -2, GalR3 antag -3, CHRM4 PAM -5 and CRFR2-BP antag 12.
O=C(O)CCCCCNCc1c(Cl)cccc1Cl was read as PHOSPHO1 block 10, IDE inh 0, CRFBP-R2 agonist 0.2, IDE act 4, MEKK3 PB1 HTS 80, p-CIP stab down 2, GalR3 antag -5, CHRM4 PAM -5 and CRFR2-BP antag -4.
Screening Cc1ncc([N+](=O)[O-])n1CCOC(=O)NC(NCc1ccccc1Cl)C(Cl)(Cl)Cl (stereo unspecified) returned PHOSPHO1 block -3, IDE inh -1, CRFBP-R2 agonist -0.9, IDE act 10, MEKK3 PB1 HTS 103, p-CIP stab down 5, GalR3 antag -5, CHRM4 PAM 10 and CRFR2-BP antag -17.
For CCCOC(=O)c1c(NC(=O)c2cnn3c2NC(c2ccccc2)CC3C(F)(F)F)sc2c1CCCC2 (stereo unspecified) the results were PHOSPHO1 block 6, IDE inh -4, CRFBP-R2 agonist 1.4, IDE act -1, MEKK3 PB1 HTS 97, p-CIP stab down -4, GalR3 antag 8, CHRM4 PAM 3 and CRFR2-BP antag -5.
Screening CCOC(=O)C1CCCN(C(=O)CSc2ccc(NC(C)=O)cc2)C1 (stereo unspecified) returned PHOSPHO1 block 32, IDE inh -1, CRFBP-R2 agonist 2.8, IDE act 1, MEKK3 PB1 HTS 96, p-CIP stab down -6, GalR3 antag -4, CHRM4 PAM 3 and CRFR2-BP antag 2.
CC(=O)Nc1ccc(NC(=O)c2sc(-c3ccccc3)nc2C)cc1 was read as PHOSPHO1 block 30, IDE inh 8, CRFBP-R2 agonist 3.4, IDE act 0, MEKK3 PB1 HTS 97, p-CIP stab down -13, GalR3 antag -9, CHRM4 PAM -7 and CRFR2-BP antag -16.
`COc1cc(NC(=O)CCNS(=O)(=O)c2ccc3c(c2)CCC(=O)N3)cc(OC)c1` gave PHOSPHO1 block 0, IDE inh -1, CRFBP-R2 agonist 3.9, IDE act 3, MEKK3 PB1 HTS 93, p-CIP stab down -5, GalR3 antag 2, CHRM4 PAM -3 and CRFR2-BP antag 31.
For O=C(Cn1cnnn1)OCC(=O)c1ccc(Cl)s1 the results were PHOSPHO1 block 33, IDE inh -3, CRFBP-R2 agonist 2.0, IDE act 5, MEKK3 PB1 HTS 100, p-CIP stab down -9, GalR3 antag -4, CHRM4 PAM 1 and CRFR2-BP antag 1.
For NS(=O)(=O)c1ccc(CNC(=O)c2cc(S(=O)(=O)N3CCOCC3)c(Cl)cc2Cl)cc1 the results were CRFBP-R2 agonist 1.6, IDE act -2, GalR3 antag -2, CHRM4 PAM 10 and CRFR2-BP antag 3.
`COc1ccccc1C(=O)COC(=O)C(NC(=O)Cc1ccccc1)C(C)C` (stereo unspecified) gave IDE inh 1, CRFBP-R2 agonist -1.7, IDE act 3, GalR3 antag -9, CHRM4 PAM 2 and CRFR2-BP antag -9.
Screening COc1cccc2cc(C(=O)OCC(=O)NC3CCCC(C)C3C)c(=O)oc12 (stereo unspecified) returned IDE inh 2, CRFBP-R2 agonist -6.3, IDE act 7, GalR3 antag -3, CHRM4 PAM 6 and CRFR2-BP antag 14.
For O=C(Cc1c(F)cccc1Cl)OCC(=O)c1ccc[nH]1 the results were IDE inh -2, CRFBP-R2 agonist 1.2, IDE act 4, GalR3 antag -5, CHRM4 PAM 2 and CRFR2-BP antag 6.
`COc1ccccc1NC(=O)C1CCCN(C(=O)NCc2ccccc2)C1` (stereo unspecified) gave PHOSPHO1 block -9, IDE inh 0, CRFBP-R2 agonist -0.4, IDE act 4, MEKK3 PB1 HTS 100, p-CIP stab down 10, GalR3 antag -6, CHRM4 PAM 8 and CRFR2-BP antag 0.
For COc1ccc(OC)c(/C=C/C(=O)OCC(=O)Nc2nnc(-c3ccccc3)o2)c1 the results were IDE inh -4, CRFBP-R2 agonist -4.5, IDE act -2, GalR3 antag -7, CHRM4 PAM 6 and CRFR2-BP antag 1.
`CC1CCC(CN2CCN=C2Nc2ccccc2)CC1` (stereo unspecified) gave PHOSPHO1 block -19, IDE inh 3, CRFBP-R2 agonist -1.2, IDE act 3, MEKK3 PB1 HTS 101, p-CIP stab down -2, GalR3 antag -7, CHRM4 PAM 1 and CRFR2-BP antag -7.
O=C(CCSc1ccccc1)NCCSCc1ccco1 was read as PHOSPHO1 block 3, IDE inh 0, CRFBP-R2 agonist -3.9, IDE act 4, MEKK3 PB1 HTS 97, p-CIP stab down -3, GalR3 antag -5, CHRM4 PAM -7 and CRFR2-BP antag 16.
Screening CC(=O)c1ccc(S(=O)(=O)N(CCCO)Cc2cc3cc(C)ccc3[nH]c2=O)cc1 returned PHOSPHO1 block 23, IDE inh -2, CRFBP-R2 agonist -0.8, IDE act -2, MEKK3 PB1 HTS 105, p-CIP stab down -7, GalR3 antag -2, CHRM4 PAM -9 and CRFR2-BP antag -3.

As a short view, part of the list above.
For COc1ccc(OC)c(/C=C/C(=O)OCC(=O)Nc2nnc(-c3ccccc3)o2)c1 the results were IDE inh -4, CRFBP-R2 agonist -4.5, IDE act -2, GalR3 antag -7, CHRM4 PAM 6 and CRFR2-BP antag 1.
`CC1CCC(CN2CCN=C2Nc2ccccc2)CC1` (stereo unspecified) gave PHOSPHO1 block -19, IDE inh 3, CRFBP-R2 agonist -1.2, IDE act 3, MEKK3 PB1 HTS 101, p-CIP stab down -2, GalR3 antag -7, CHRM4 PAM 1 and CRFR2-BP antag -7.

The listing continues:
Screening Cc1cccc(OC(C)C(=O)Nc2ccccc2C(=O)N2CCCCC2)c1 (stereo unspecified) returned PHOSPHO1 block 3, IDE inh 2, CRFBP-R2 agonist -2.7, IDE act 1, MEKK3 PB1 HTS 99, p-CIP stab down 3, GalR3 antag -2, CHRM4 PAM 4 and CRFR2-BP antag -11.
CC1CC(C)CN(c2nc3c(c(=O)n(C)c(=O)n3C)n2CCSc2ncccn2)C1 (stereo unspecified) was read as PHOSPHO1 block -4, IDE inh 7, CRFBP-R2 agonist -2.8, IDE act 8, MEKK3 PB1 HTS 104, p-CIP stab down -19, CHRM4 PAM -1 and CRFR2-BP antag -13.
O=C(N/C(=C/c1ccco1)C(=O)N1CCOCC1)c1ccccc1Br was read as PHOSPHO1 block 18, IDE inh -2, CRFBP-R2 agonist 0.0, IDE act 9, MEKK3 PB1 HTS 98, p-CIP stab down -11, GalR3 antag 1, CHRM4 PAM 2 and CRFR2-BP antag 31.
For CCCCCC1=CCC/C1=N\NC(=O)c1ccc2c(c1)OCO2 the results were PHOSPHO1 block 32, IDE inh 7, CRFBP-R2 agonist -3.5, IDE act 9, MEKK3 PB1 HTS 103, p-CIP stab down 6, GalR3 antag 5, CHRM4 PAM -2 and CRFR2-BP antag -14.
CCN(CC(=O)NC(C)(C)C)C(=O)C(c1ccccc1)c1ccccc1 was read as PHOSPHO1 block 28, IDE inh 6, CRFBP-R2 agonist -2.0, IDE act 9, MEKK3 PB1 HTS 109, p-CIP stab down 1, GalR3 antag 0, CHRM4 PAM 11 and CRFR2-BP antag 0.
C/C(=N\NC(=O)c1cc(-c2ccc(C)s2)[nH]n1)c1ccncc1 was read as PHOSPHO1 block 22, IDE inh 8, CRFBP-R2 agonist 0.3, IDE act -2, MEKK3 PB1 HTS 102, p-CIP stab down -4, GalR3 antag 2, CHRM4 PAM -3 and CRFR2-BP antag 3.
`CC(=O)c1sc(NC(=O)c2ccccc2F)nc1C` gave PHOSPHO1 block 12, IDE inh -5, CRFBP-R2 agonist -1.8, IDE act -5, MEKK3 PB1 HTS 101, p-CIP stab down -8, GalR3 antag 4, CHRM4 PAM 6 and CRFR2-BP antag -9.
Screening O=C(NCc1ccc2c(c1)OCO2)Nc1ccc(Cl)cc1 returned PHOSPHO1 block 24, IDE inh -4, CRFBP-R2 agonist -1.3, IDE act 6, MEKK3 PB1 HTS 109, p-CIP stab down 0, GalR3 antag -1, CHRM4 PAM 1 and CRFR2-BP antag 22.
CCC(C)NC(=O)CSc1nc2ccccc2c(=O)n1Cc1ccc(OC)cc1 (stereo unspecified) was read as PHOSPHO1 block 14, IDE inh 4, CRFBP-R2 agonist -0.1, IDE act 7, MEKK3 PB1 HTS 87, p-CIP stab down -9, GalR3 antag -5, CHRM4 PAM 14 and CRFR2-BP antag -4.
For COC(=O)c1ccccc1NC(=O)Nc1ccc(Br)cn1 the results were PHOSPHO1 block 53, IDE inh 6, CRFBP-R2 agonist -0.6, IDE act 5, MEKK3 PB1 HTS 121, p-CIP stab down 1, GalR3 antag 3, CHRM4 PAM 2 and CRFR2-BP antag 2.
`COC(=O)c1ccccc1NC(=O)c1nc2nc(C)cc(C)n2n1` gave PHOSPHO1 block -8, IDE inh -3, CRFBP-R2 agonist 2.1, IDE act 0, MEKK3 PB1 HTS 107, p-CIP stab down -4, GalR3 antag 1, CHRM4 PAM 2 and CRFR2-BP antag -3.
CC(=O)Nc1cccc(/C(C)=N/NC(=O)c2ccc(CN3CCOCC3)cc2)c1 was read as PHOSPHO1 block -4, IDE inh 0, CRFBP-R2 agonist 0.6, IDE act 3, MEKK3 PB1 HTS 89, p-CIP stab down -6, GalR3 antag 5, CHRM4 PAM 1 and CRFR2-BP antag 7.
`COc1ccc(CC(=O)Nc2ccc(N(C)C)c3ccccc23)cc1` gave PHOSPHO1 block 30, IDE inh 1, CRFBP-R2 agonist 1.3, IDE act 6, MEKK3 PB1 HTS 96, p-CIP stab down -9, GalR3 antag -7, CHRM4 PAM -4 and CRFR2-BP antag 10.
For COCCn1ccc2c(OCC(=O)NCCc3ccccc3)cccc2c1=O the results were IDE inh -1, CRFBP-R2 agonist 1.7, IDE act -3, GalR3 antag -1, CHRM4 PAM 4 and CRFR2-BP antag -4.
Screening C/C(=N\NC(=O)c1cccc(F)c1)c1ccc(Br)s1 returned PHOSPHO1 block 34, IDE inh 1, CRFBP-R2 agonist -0.9, IDE act -7, MEKK3 PB1 HTS 100, p-CIP stab down -8, GalR3 antag -6, CHRM4 PAM -16 and CRFR2-BP antag -21.
For COc1ccc(-c2ccc(=O)n(CC(=O)NCC3COCCO3)n2)cc1 (stereo unspecified) the results were IDE inh -8, CRFBP-R2 agonist -0.1, IDE act 0, GalR3 antag 3, CHRM4 PAM 12 and CRFR2-BP antag 5.
COc1cc(C)c(C(C)C)cc1S(=O)(=O)NC1CC(C)(C)NC(C)(C)C1 was read as PHOSPHO1 block 25, IDE inh -13, CRFBP-R2 agonist 0.1, IDE act 6, MEKK3 PB1 HTS 100, p-CIP stab down -13, GalR3 antag -11, CHRM4 PAM -5 and CRFR2-BP antag -20.
